# 14-3-3 PPI: modulators of 14-3-3 gamma protein binding, primary screen, biochemical, fluorescence polarization; AID 422, 2006; FP, 14-3-3gamma / TMR-pS259-Raf peptide binding; 14-3-3 protein gamma (Homo sapiens), P61981; inhibition, % at 40 µM; 0.19% of 160,000 active; in the data active = inhibition above about 30%;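 note: 0% = protein plus tracer without compound and 100% = blank with tracer alone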
# Target sequence (P61981 whole entry, looked up): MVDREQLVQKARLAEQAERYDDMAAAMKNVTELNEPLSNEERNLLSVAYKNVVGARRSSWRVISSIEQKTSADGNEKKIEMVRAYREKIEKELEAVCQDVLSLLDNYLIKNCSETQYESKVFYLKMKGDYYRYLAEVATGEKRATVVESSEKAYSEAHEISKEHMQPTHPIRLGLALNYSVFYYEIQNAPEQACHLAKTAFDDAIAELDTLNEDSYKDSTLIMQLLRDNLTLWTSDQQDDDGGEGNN
# Starred values were filed as active, the others as inactive; & = joins results of further samples. Only part of the results is shown; rates above refer to the full screens.
# The first seven compounds, ahead of the listing:
14-3-3 PPI | mol
0 | CCc1c(C)nc(SCC(=O)N2CCc3ccccc32)[nH]c1=O
-6 | COc1ccccc1Oc1ccc(S(=O)(=O)Nc2cccnc2)cc1
10 | COCCNC(=O)CCCCCN1C(=O)CCC1=O
6 | O=C(Oc1ccc(Br)cc1C(=S)N1CCOCC1)c1ccccc1Cl
2 | COC(=O)C1=NNC2C(=O)N(c3cccc(Br)c3)C(=O)C12 (centres undefined)
4 | CCc1ccc(-c2nc3cc(NC(=O)c4cccc(C)c4)ccc3o2)cc1
2 | COc1cc([N+](=O)[O-])ccc1NS(=O)(=O)c1c(C)cc(C)cc1C

# Main list, from the start:
14-3-3 PPI | mol
0 | CCc1c(C)nc(SCC(=O)N2CCc3ccccc32)[nH]c1=O
-6 | COc1ccccc1Oc1ccc(S(=O)(=O)Nc2cccnc2)cc1
10 | COCCNC(=O)CCCCCN1C(=O)CCC1=O
6 | O=C(Oc1ccc(Br)cc1C(=S)N1CCOCC1)c1ccccc1Cl
2 | COC(=O)C1=NNC2C(=O)N(c3cccc(Br)c3)C(=O)C12 (centres undefined)
4 | CCc1ccc(-c2nc3cc(NC(=O)c4cccc(C)c4)ccc3o2)cc1
2 | COc1cc([N+](=O)[O-])ccc1NS(=O)(=O)c1c(C)cc(C)cc1C
5 | COc1cccc2cc(C(=O)Nc3nccs3)c(=Nc3ccccc3)oc12
-6 | Nc1nc(-c2ccc(Cl)cc2Cl)cn1N
1&1 | Cc1c(C(=O)N2CCOCC2)sc2ncnc(N3CCc4ccccc4C3)c12
-4&-24 | O=C(NCCCn1ccnc1)c1cc(-c2ccc3c(c2)OCO3)on1
-4 | CC1=C(C(=O)OC2CCCCCC2)C(c2coc3ccccc3c2=O)C2=C(CCCC2=O)N1 (centres undefined)
3 | Cc1ccc(NC(=O)C2C3C=CC4(O3)C2C(=O)N(C(C)(C)C)C4C(=O)NC2CCCCC2)cc1Cl (centres undefined)
-14 | COc1ccc2nc(NC(=O)CNC(=O)c3nn(-c4ccc(OC)c(Cl)c4)c(=O)c4ccccc34)sc2c1
1 | Cc1ccc(NC(=O)c2sc3ncn(Cc4ccccc4Cl)c(=O)c3c2C)cc1
-153 | COc1ccccc1C(=O)Nc1ccc(-c2nc3c(ccc4ccccc43)o2)cc1
4 | COc1ccc(N(CC(=O)N2CCN(C)CC2)S(C)(=O)=O)cc1OC
-2 | O=C(NCc1ccco1)c1ccc(Cn2c(=S)[nH]c3ccccc3c2=O)cc1
-8 | NC(=O)SCC(=O)Nc1ccccc1O
-1 | O=C1c2ccccc2C(O)(Cc2ccccc2)N1C1CCCCC1 (centres undefined)
-8 | CCOC(=O)c1c(C)[nH]c(C(=O)CSc2nc(C)nc3sc4c(c23)CCC4)c1C
-21 | Cc1c(C(=O)N2CCCCCC2)sc2ncn(Cc3ccccc3F)c(=O)c12
-10 | Cc1cccn2c(=O)c3cc(C#N)c(=NC(=O)c4cccnc4)n(CC4CCCO4)c3nc12 (centres undefined)
3 | O=C(C1CCC(Cn2c(=O)[nH]c3ccsc3c2=O)CC1)N1CCN(c2ccc(F)cc2)CC1 (centres undefined)
3 | CCOc1ccc(NC(=O)CSc2nc3ccccc3n2S(=O)(=O)c2ccc(Br)cc2)cc1
-6 | O=C(NCCn1cc(SCC(=O)N2CCc3ccccc32)c2ccccc21)c1cccc(C(F)(F)F)c1
-2 | O=C1CC(c2ccc(F)cc2)CC2=C1C(c1ccc([N+](=O)[O-])o1)Nc1ccccc1N2 (centres undefined)
9 | Cc1ccc(CN2C(=O)CCC2C(=O)NCCc2ccc(Cl)cc2)cc1 (centres undefined)
-6 | O=[N+]([O-])c1ccc(CN2CCN(c3ccc4ccccc4n3)CC2)cc1
-8 | CCOC(=O)CN(Cc1ccccc1F)S(=O)(=O)c1ccc(Cl)cc1
-8 | O=C(O)C(CCCCN1C(=O)C2C3CCC(C3)C2C1=O)N1C(=O)C2C3CCC(C3)C2C1=O (centres undefined)
-5 | CCOc1ccccc1N(C)C(=O)C1c2cc(OC)c(OC)cc2C(=O)N(C)C1c1ccc(OC)cc1 (centres undefined)
-2&-7 | CC(COc1ccccc1)N(CCCl)Cc1ccccc1 (centres undefined)
2 | Cc1nc(N2CCN(C(=O)CCC(=O)O)CC2)c2c(C)c(C)sc2n1
-5 | Cn1c(C(=O)N2CCCCC2)cc2c(=O)[nH]c3ccccc3c21
11 | CCc1nnc(NC(=O)CSc2nnc(COc3ccccc3)n2-c2ccc(C)cc2)s1
8 | Cc1ccc(-c2nnc(SCc3ccccc3F)o2)cc1
11 | CCCNC(=O)c1cc(=O)n(Cc2ccc(Cl)cc2)c2ccccc12
-38 | COc1ccc(C(=O)N2CC(=O)Nc3ccc(Cl)cc3C2c2ccc(F)cc2)cc1OC (centres undefined)
1 | COc1cccc(Oc2nnnn2-c2ccccc2)c1
-5 | Cn1cc(C(=O)N2CCCCC2)c2c3ccccc3n(C)c2c1=O
-46 | COc1ccc(C)cc1N(CC(=O)Nc1ccc(-c2nc3ccc(C)cc3s2)cc1)S(C)(=O)=O
-4 | COc1ccc(N2C(=O)CC(Cc3ccc(Cl)cc3)C2=O)cc1 (centres undefined)
-4 | O=C(c1cc2cc([N+](=O)[O-])ccc2oc1=O)N1CCc2ccccc2C1
-4 | CCOC(=O)c1c(NC(=O)CSc2nnc(-c3cccnc3)n2Cc2ccco2)sc(C)c1C
-2 | OC(CN1CCN(Cc2ccccc2)CC1)CN1c2ccccc2Sc2ccccc21 (centres undefined)
-28 | O=C1CC(Sc2ccc(Cl)cc2)C(=O)N1c1ccc(Br)cc1 (centres undefined)
-2 | CCOC(=O)C1=C(C)N(c2ccccc2)C(C)=C(C(=O)OCC)C1c1ccc(Br)cc1
-4 | CC(C)=CCOc1cc(C)cc2oc(=O)cc(-c3ccccc3)c12
1 | C=CCOc1ccc(C2C3=C(CC(C)(C)CC3=O)N(CCC)C3=C2C(=O)CC(C)(C)C3)cc1
-3 | CCn1cnc2cc(NCc3ccc(N(C)C)cc3)ccc21
-2 | COc1ccc(NC(=O)CCN2CCN(S(=O)(=O)c3ccc(F)cc3)CC2)cc1
-1 | CCOC(=O)C(=Nc1ccc(-c2ccc(N=C(C(=O)OCC)C(F)(F)F)cc2)cc1)C(F)(F)F
-21 | COc1ccc(-n2cnnc2SC(C)c2nc3sc(C)c(C)c3c(=O)[nH]2)cc1 (centres undefined)
-6 | COc1cc(C2NC(=S)NC(C)=C2C(=O)OC(C)(C)C)ccc1O (centres undefined)
-2 | COc1ccc(-n2c(=O)c3ccccc3n(Cc3cccc(C)c3)c2=O)cc1OC
1 | O=C(Nc1cccnc1)c1c(F)cccc1F
3 | O=C(O)CC(NCc1ccco1)C(=O)OCC1CCCO1 (centres undefined)
-4 | COc1ccc(C(NC(N)=O)c2ccccc2)cc1 (centres undefined)
-4 | CCOC(=O)c1ccc2ncc(C(=O)OCC)c(Nc3cccc(OC)c3)c2c1

# Following part
14-3-3 PPI | mol
3 | COc1ccc(C2C=C(c3ccc(I)cc3)Nc3nnnn32)cc1 (centres undefined)
-3 | Cc1nc2c(=O)n(C)c(=O)[nH]c2n1Cc1ccccc1
-11 | O=C(CSC1CC(=O)N(c2ccccc2)C1=O)Nc1ccc(F)cc1 (centres undefined)
6 | C=CCn1c(Oc2cc(C)ccc2C)nc2c1c(=O)n(C)c(=O)n2C
0 | CCN(CC)S(=O)(=O)c1cccc(C(=O)NC(C(=O)NC2=NCCS2)C(C)C)c1 (centres undefined)
-2 | CCc1ccc(N(C(C)=O)C2C=CS(=O)(=O)C2)cc1 (centres undefined)
-6 | CCCOc1ccc(NC(=O)C(=O)NCc2ccccn2)cc1
-4 | COc1cccc(NC2=NC3(CCCC3)N=C(N)N2)c1
-14 | COc1ccc(-c2nc3n(c(=O)c2C#N)CCCS3)cc1
-9&-2 | CCS(=O)(=O)N1CCCC(C(=O)NCCc2ccc(OC)c(OC)c2)C1 (centres undefined)
-9 | COc1ccc2nc(NC(=O)C3(S(=O)(=O)c4ccc(C)cc4)CC3)sc2c1
-6 | CC(C)CC(NC(=O)c1ccco1)C(=O)O (centres undefined)
6 | Cc1cccc(NC(=O)CSc2nc(-c3cccs3)cc(C(F)(F)F)c2C#N)c1
3 | COCCN1C(=O)c2ccccc2C(C(=O)Nc2ccc(OC)c(OC)c2)C1c1ccc(F)cc1 (centres undefined)
-7 | CCCCOc1cccc(NC(=O)CSc2nncn2C)c1
-18 | OC(COc1ccccc1Cl)CN1CCN(CC(O)COc2ccccc2Cl)CC1 (centres undefined)
-1 | COc1ccc(CC2=NS(=O)(=O)c3ccccc3N2)cc1OC
3 | COCCN1C(=O)C(=O)/C(=C(/O)c2ccccc2)C1c1ccccc1 (centres undefined)
-24 | COc1ccccc1N=c1oc2ccc3ccccc3c2cc1C(=O)NC(C)=O
0 | CC(C)N(CCNC(=O)C1CCC(=O)N1Cc1ccc(F)cc1)Cc1ccccc1 (centres undefined)
0 | Cc1cccnc1NC(=O)CCCC(=O)O
-11 | Cc1ccc(-c2nc3cnccn3c2NC2CCCCC2)o1
5 | O=C(Cn1c(=O)[nH]c2ccccc2c1=O)NCCCN1CCN(c2cccc(Cl)c2)CC1
-10 | CN(C)S(=O)(=O)c1ccc(C(=O)NCCOc2ccccc2)cc1
-11 | Cc1ccc(-n2c(SCC(=O)NCc3cccs3)nc3[nH]ncc3c2=O)cc1Cl
6 | O=C(CSc1nc2ccccc2o1)Nc1nncs1
-4 | O=S(=O)(NCCSc1ccccc1)c1cccs1
-20 | CCCc1ccc(-c2ccc(C(=O)OCc3ccco3)cc2)nc1
-6 | CC(=O)c1c(C)oc2ccc(NS(=O)(=O)c3cc([N+](=O)[O-])ccc3C)cc12
-3 | CC(C)(C)c1ccc(OCC(=O)Nc2ccc3nn(-c4ccccc4)nc3c2)cc1
-5 | Cc1ccc(C(=O)C(C)OC(=O)c2ccc3c(c2)C(=O)N(C2CCCCC2)C3=O)cc1 (centres undefined)
-1 | Cc1c(NC(=O)CN2CCCc3ccccc32)c(=O)n(-c2ccccc2)n1C
-3 | COc1ccc(-n2c(SCC(=O)N3CCCCC3)nc(O)cc2=O)cc1
-5 | CSc1nnc([C@H](C)NC(=O)OC(C)(C)C)o1
-12 | Cc1ccccc1NC(=O)Cn1nnc(-c2ccc(N3CCOCC3)cc2)n1
-3 | Cc1nn(S(=O)(=O)c2ccccc2)c(-c2ccccc2)c1Sc1ccccc1
6 | CCOC(=O)C1=C(C)NC(=S)NC1c1cn(-c2ccccc2)nc1-c1ccc(Cl)cc1 (centres undefined)
-1&2 | CC(C)C(NC(=O)C1CCCCC1)C(=O)NC1CCN(Cc2ccccc2)CC1 (centres undefined)
6 | COCc1cc(C)nc(SCC(=O)N2CCCCC2)c1C#N
-14 | CCOC(=O)C(N)CSC1CC(=O)N(c2ccc(F)cc2)C1=O (centres undefined)
3 | Cc1cc(N=Cc2cc(Br)ccc2O)no1
3 | O=C(O)Cn1nnn(-c2ccccc2)c1=S
-1 | CC(C)CCNC(=O)C1CCCN(S(=O)(=O)N2CCC(C)CC2)C1 (centres undefined)
-17 | COc1cc(C(=O)Nc2nc3c(C)cc(C)cc3s2)cc(OC)c1OC
11 | O=C(O)CCS(=O)(=O)c1ccc2ccccc2c1
-10 | COC(=O)[C@H](Cc1ccccc1)NC(=O)N1CCCCC1C (some centres undefined)
0 | COc1cccc2cc(C(=O)NCCCN3CCOCC3)c(=O)oc12
-5 | O=C(N/C(=N\O)c1ccccc1)Nc1ccc(Cl)cc1
7 | Cc1cc(=O)n(C)c(=O)n1CCCCNCCO
0 | CCOC(=O)CSc1nnc(Cc2ccccc2)n1Cc1ccco1
6 | COc1cc(-c2cc(C(F)(F)F)n3ncc(C(=O)Nc4cccnc4Cl)c3n2)cc(OC)c1OC
13 | COc1ccc(CNC(=O)c2cc(Nc3ccc(C)cc3C)nc3ccccc23)cc1
-4 | NC(N)=Nc1nc2ccccc2s1
-5 | COc1ccc(-c2noc(CN3C(=O)c4ccccc4C3=O)n2)cc1
-5 | O=C(NCCC1=CCCCC1)C1CCN(S(=O)(=O)N2CCCCCC2)CC1
-7 | COc1ccc2cc(C(=O)NC(C)=O)c(=Nc3ccc(F)cc3)oc2c1
-6 | Cc1cc(NC(=O)NC2CCCN2S(=O)(=O)c2ccc(Cl)cc2)no1 (centres undefined)
6 | CC(=O)C1=C(O)C(=O)N(CCc2ccccc2)C1c1ccc(F)cc1 (centres undefined)
0 | O=C(CN1CCN(S(=O)(=O)c2cccc([N+](=O)[O-])c2)CC1)Nc1cccc(C(F)(F)F)c1
-2 | CC(=O)Nc1cccc(NC(=O)c2cc3ccccc3o2)c1

# Six structures out of the list, arranged by molecular weight, descending.
14-3-3 PPI | mol
13 | COc1ccc(CNC(=O)c2cc(Nc3ccc(C)cc3C)nc3ccccc23)cc1
-6 | Cc1cc(NC(=O)NC2CCCN2S(=O)(=O)c2ccc(Cl)cc2)no1 (centres undefined)
-3 | COc1ccc(-n2c(SCC(=O)N3CCCCC3)nc(O)cc2=O)cc1
-17 | COc1cc(C(=O)Nc2nc3c(C)cc(C)cc3s2)cc(OC)c1OC
-1 | CC(C)CCNC(=O)C1CCCN(S(=O)(=O)N2CCC(C)CC2)C1 (centres undefined)
0 | CCOC(=O)CSc1nnc(Cc2ccccc2)n1Cc1ccco1

# Continuation:
14-3-3 PPI | mol
2 | O=C(CSc1nncc2ccccc12)N1CCCCC1
1 | CCCC(C(=O)N1CCOCC1)N1C(=O)C2C3C=CC(C3)C2C1=O (centres undefined)
-15 | COc1ccc(CNC(=O)c2ccc(NS(=O)(=O)c3cccs3)cc2)cc1
0 | COC(=O)c1cc(NC(=O)c2cc3ccccc3c(=O)o2)cc(C(=O)OC)c1
-2 | O=C(CN1CCCC1)Nc1c(C(=O)C2CC2)oc2ccccc12
-1 | CCC(C)Nc1nc2c(C)cccn2c(=O)c1C=Nc1ccc(OC)cc1 (centres undefined)
-2 | O=S(=O)(Nc1ccccn1)c1ccccc1
1 | O=C(CSc1nc2ccccc2c(=O)n1C1CC1)NCC1CCCO1 (centres undefined)

# High-throughput results from PubChem BioAssay.
